ELG1 repair inh – inhibitors of ELG1-dependent DNA repair in HEK293T cells. HEK293T ELG1-luciferase reporter, luminescence, 16 h; DNA damage induced by 5-fluorouridine. Potency, µM (doses to about 46.1 µM), inactives show at the highest dose activity change, negative = inhibition, actives largely listed as inhibitors. 330,000 tested, 2.3% active; further: potency means the concentration at half of the fitted maximal effect; on the % scale 0 is the no-effect control and ±100 the full control effect; nearly all actives have a fitted effect of over 55% in size
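Quantitative HTS, concentration-response format. 2,000 cells/well co-treated with 5-fluorouridine and compound, 16 hr in 5% CO2 at 37 °C; ONE-Glo luminescence read after 30 min.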
p53 reactivation – mutant p53 re-activation in reporter cells. H1299 p53-A138V BP100-luciferase reporter, luminescence, 24 h. Potency, µM (doses to about 92.2 µM), inactives show at the top dose activity change, positive = activation, usual class: activators. 320,000 tested, 0.063% active. AID 504706; further: potency means the concentration at half of the fitted maximal effect; % of control where 0% means no effect; nearly all actives have a fitted effect of over 45% in size
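p53-null H1299 cells stably carrying temperature-sensitive p53-A138V and a BP100-luciferase reporter were pinned with compounds (4-point, 1:5 series) and held 24 hrs at 37 deg C. Luminescence was read 10 min after detection reagent.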
a7 integrin act – activates integrin-mediated alleviation for muscular dystrophy. alpha7betagal myoblasts, beta-gal FDG fluorescence, 48 h. Potency, µM (series often up to 38.3 µM), for inactives: top-dose activation, usual class: activators. 350,000 tested, 0.064% active. AID 624291;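 further: potency means the concentration at half of the fitted maximal effect; 100% = response of the positive control SU9516; nearly all actives have a fitted effect of over 60% in size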
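alpha7betagal+/- myoblasts (passage 13, 250/well) treated 48 h at 37C with compounds at 1:260 dilution of DMSO stock. Lysed, then beta-galactosidase activity read as FDG fluorescence (ex 480/em 540) after 30 min, with pre-read for autofluorescence.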
CXXC DNA block – blocks binding of human MLL CXXC domain to DNA; Q03164; MLL-CXXC / FITC-HOXA9 DNA fluorescence polarization; Potency, µM (top dose mostly 115 µM), for the others: at the highest dose activity change, negative = inhibition, most hits filed as inhibitors; 290,000 tested, 0.037% active; active means well fitted inhibition curve with a large enough effect in the polarisation, with a control signal flat, not every such curve was filed as active; inconclusive means small, poorly fitted or top-dose-only effect, or effect the other way, or a change in a side signal; inactive means no such curve, though single readings can be large or run the other way; the % refers to the polarisation; further: potency means the concentration at half of the fitted maximal effect
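Fluorescence polarization: 7 uM MLL-CXXC (stock) preincubated 5 min with compounds, then 50 nM fluorescein-HOX-A9 DNA (stock) added; 30 min ambient. Buffer 50 mM Tris-HCl pH 7.5, 50 mM NaCl, 1 mM DTT, 0.05% BSA.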
PTAP TSG101 blk – blocks PTAP/TSG101 interaction to inhibit HIV-1 budding. Fluorescence polarization, FITC-PTAP peptide / Tsg101 binding. Potency, µM (doses to about 115 µM), without a hit: at the highest dose activity change, negative = inhibition, hits mostly inhibitors. 340,000 tested, under 10 active. AID 493005; active means well fitted inhibition curve with a large enough effect in the main read-out, with a control signal flat, not every such curve was filed as active; inconclusive means small, poorly fitted or top-dose-only effect, or effect the other way, or a change in a side signal; inactive means no such curve, though single readings can be large or run the other way; further: potency means the concentration at half of the fitted maximal effect; % of control where 0% means no effect
Target sequence (Q99816 whole entry, looked up): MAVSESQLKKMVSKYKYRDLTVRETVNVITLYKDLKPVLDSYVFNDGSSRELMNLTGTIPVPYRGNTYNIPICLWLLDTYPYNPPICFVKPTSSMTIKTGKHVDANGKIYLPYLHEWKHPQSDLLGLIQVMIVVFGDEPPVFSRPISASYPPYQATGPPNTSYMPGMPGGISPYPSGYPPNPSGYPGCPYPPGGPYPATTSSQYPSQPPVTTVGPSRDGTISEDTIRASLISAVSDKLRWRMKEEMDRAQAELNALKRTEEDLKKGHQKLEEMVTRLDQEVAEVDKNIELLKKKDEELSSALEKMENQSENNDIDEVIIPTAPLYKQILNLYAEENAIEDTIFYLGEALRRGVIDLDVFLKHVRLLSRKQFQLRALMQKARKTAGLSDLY
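Compounds were pin-transferred onto Tsg101 binding domain (10 uM final) in HEPES pH 7.5 buffer, then FITC-PTAP peptide was added at 50 nM final. After 20 min at RT, polarization reported peptide displacement across a qHTS concentration series.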
TRPV1 ag – agonists of human vanilloid receptor 1 (TRPV1) | Q8NER1 | AID 540275 | 320,000 tested, 0.19% active | activation, % at 8.33 µM | TRPV1-expressing cells, Fluo-8 calcium influx, agonist mode; in the data active means activation above about 80%; inconclusive means between about 30% and that limit; further: 0% is about no effect
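Cells expressing TRPV1 were dye-loaded with Fluo-8 and read kinetically: 10 s baseline, 3 min after compound (agonist portion), then 2 min after EC20 capsaicin (allosteric enhancer portion). Calcium-bound dye fluorescence at 480/520 nm.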
B2AR arrestin – beta2AR (human) beta-arrestin recruitment activity; beta-arrestin recruitment to beta2AR, cell-based reporter; Potency, µM (series often up to 46.1 µM), for the others: at the top dose activation, actives largely listed as activators; 330,000 tested, 0.02% active;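 further: potency means the concentration at half of the fitted maximal effect; 0% = DMSO controls and full agonism = EC100 isoproterenol or metaproterenol; nearly all actives have a fitted effect of over 65% in size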
Target sequence (P07550 whole entry, looked up): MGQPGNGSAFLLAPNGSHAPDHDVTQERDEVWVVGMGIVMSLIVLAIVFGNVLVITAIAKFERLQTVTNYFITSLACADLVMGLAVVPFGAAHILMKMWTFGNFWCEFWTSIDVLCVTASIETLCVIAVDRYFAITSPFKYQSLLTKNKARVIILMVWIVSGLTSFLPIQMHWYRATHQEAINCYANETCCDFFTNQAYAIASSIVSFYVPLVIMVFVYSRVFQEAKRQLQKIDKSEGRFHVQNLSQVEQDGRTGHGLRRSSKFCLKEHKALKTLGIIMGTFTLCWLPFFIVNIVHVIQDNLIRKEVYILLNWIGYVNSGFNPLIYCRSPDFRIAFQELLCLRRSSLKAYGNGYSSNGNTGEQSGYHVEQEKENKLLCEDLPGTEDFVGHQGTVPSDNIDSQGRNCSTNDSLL
TCR activator – T cell receptor activation; primary human leukocytes, anti-CD3, IL-2 HTRF, 48 h; Potency, µM (titrated, usually from 9.22 µM), for the others: top-dose activation of IL-2 secretion, most hits filed as activators; 330,000 tested, under 10 active; AID 504894; further: % of control where 0% means no effect
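Primary human leukocytes were stimulated with a-CD3 beads plus compounds for 48 hr without co-stimulation; secreted IL-2 was quantified by HTRF using a-IL-2-K (europium cryptate) and a-IL-2-d2, excited at 320nm with acceptor emission read at 665nm.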
A-T KAP1 phos – candidate therapy for ataxia-telangiectasia; […] A-T fibroblasts, KAP-1 phosphorylation AlphaLISA; neocarzinostatin DNA damage 30 min before lysis; Potency, µM (highest dose often 57.5 µM), for the others: at the top dose activation, hits mostly activators; 320,000 tested, 0.19% active; further: potency means the concentration at half of the fitted maximal effect; % of control where 0% means no effect; nearly all actives have a fitted effect of over 45% in size
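hTERT-immortalized A-T patient fibroblasts ([…]), 500 cells/well in OPTI-MEM, 1% FBS, got compounds for 60 min, then NCS for 30 min at 37C. Lysates were then assayed for phospho-KAP-1 by AlphaLISA (anti-pKAP1 donor, anti-KAP1 acceptor beads), 6 hr at 25C.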
BRCA1 expr act – increases BRCA1 expression | MCF7-BRCA1-FFLuc reporter, luminescence, 48 h; response scale: scaled: vehicle 0%, 10 µM genistein 100% | Potency, µM (top dose mostly 46.1 µM), for inactives: at the highest dose activation, actives largely listed as activators | 380,000 tested, 1.1% active | AID 624202; further: potency means the concentration at half of the fitted maximal effect; nearly all actives have a fitted effect of over 80% in size; some results filed as inactive show a strong effect at the top dose
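Quantitative HTS in MCF7 cells stably reporting BRCA1 expression via firefly luciferase. Compound treatment lasts 48 h at 37 °C in phenol-red free MEM. Activation is expressed relative to genistein at 10 microM and DMSO.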
An asterisk follows results filed as active; ? = inconclusive; . = not tested or not shown; [ ] = remark or other dose. Unless noted, the call rests on the fitted dose curve; in most records, active means well fitted curve in the direction sought with a large enough effect; inconclusive means small, poorly fitted or top-dose-only effect, or another doubt; inactive means no such curve, though single readings can be large; an effect the other way counts as inactive or inconclusive.

SMILES | ELG1 repair inh | p53 reactivation | a7 integrin act | CXXC DNA block | PTAP TSG101 blk | TRPV1 ag | B2AR arrestin | TCR activator | A-T KAP1 phos | BRCA1 expr act
CC(C)(C)c1ccc(C(=O)NNC(=O)CCc2ccccc2)cc1 | . | . | 10% | . | -1% | . | . | -2% | . | -3%
O=C(Cc1c[nH]c2ccccc12)Nc1ccc(N2CCOCC2)cc1 | 12% | 2% | 8% | 12% | 0% | -4 | 0.1% | 3% | -7% | 13%
COc1cc(C(=O)N[C@H](C(=O)NC(C)C23CC4CC(CC(C4)C2)C3)C(C)C)cc(OC)c1OC (stereo not given in full) | ? | 1% | -1% | -12% | -1% | ? | -1.1% | -9% | . | -26%
COc1cc(C(=O)Nc2cc(-c3nc4cc(C)ccc4o3)ccc2C)cc(OC)c1OC | 25% | ? | -19% | -11% | 2% | 7 | -0.2% | 0% | -4% | -51%
COc1ccc(Oc2cc(NN3CCCCC3)c([N+](=O)[O-])cc2[N+](=O)[O-])cc1OC | -10% | 12% | 0% | 7% | 1% | -1 | -1.7% | 8% | 4% | -24%
O=[N+]([O-])c1ccc(-c2cn3ccccc3n2)cc1 | . | . | ? | . | 2% | . | . | 6% | . | ?
COc1ccc(NC(=S)NCc2ccc(S(N)(=O)=O)cc2)c(OC)c1 | 6% | 2% | 24% | 15% | -1% | 1 | -0.3% | -1%[46.1 µM] | 2% | 0%
c1ccc(-c2cnc(CSc3nnc4ccccn34)o2)cc1 | ? | ? | 0% | 6% | -3% | -1 | 0.0% | -4% | 6% | ?
O=C(Nc1ccccn1)c1cc(-n2cnnc2)ccc1Cl | 10% | -6% | 11% | 3% | -4% | -1 | -0.4% | 0% | 8% | -12%
CC(=O)c1ccc(C(=O)N(CCN(C)C)c2nc3c(Cl)cccc3s2)cc1 | 2% | 8% | -21% | 8% | -1% | -2 | -1.0% | -3% | 0% | 28%

Compound profiles (already shown):
COc1cc(C(=O)N[C@H](C(=O)NC(C)C23CC4CC(CC(C4)C2)C3)C(C)C)cc(OC)c1OC (stereo not given in full) across the screens: ELG1 repair inh = ?; p53 reactivation = 1%; a7 integrin act = -1%; CXXC DNA block = -12%; PTAP TSG101 blk = -1%; TRPV1 ag = ?; B2AR arrestin = -1.1%; TCR activator = -9%; A-T KAP1 phos = .; BRCA1 expr act = -26%
O=C(Nc1ccccn1)c1cc(-n2cnnc2)ccc1Cl across the screens: ELG1 repair inh = 10%; p53 reactivation = -6%; a7 integrin act = 11%; CXXC DNA block = 3%; PTAP TSG101 blk = -4%; TRPV1 ag = -1; B2AR arrestin = -0.4%; TCR activator = 0%; A-T KAP1 phos = 8%; BRCA1 expr act = -12%
CC(=O)c1ccc(C(=O)N(CCN(C)C)c2nc3c(Cl)cccc3s2)cc1 across the screens: ELG1 repair inh = 2%; p53 reactivation = 8%; a7 integrin act = -21%; CXXC DNA block = 8%; PTAP TSG101 blk = -1%; TRPV1 ag = -2; B2AR arrestin = -1.0%; TCR activator = -3%; A-T KAP1 phos = 0%; BRCA1 expr act = 28%

The listing continues:
SMILES | ELG1 repair inh | p53 reactivation | a7 integrin act | CXXC DNA block | PTAP TSG101 blk | TRPV1 ag | B2AR arrestin | TCR activator | A-T KAP1 phos | BRCA1 expr act
C=C1CC2(CC(c3ccccc3)OC(c3ccccc3)C2)OC1=O (stereo not given) | . | . | -58%[inhibitor] | . | -1% | . | . | -16% | . | -86%[inhibitor]
COc1ccc(NS(=O)(=O)c2cccc(C(=O)N3CCN(Cc4cc(OC)ccc4OC)CC3)c2)cc1 | -13% | -9% | 3% | 0% | -2% | 0 | -0.4% | 7% | 6% | -2%
O=[N+]([O-])c1cccc(C(=S)N2CCN(c3ccc(F)cc3)CC2)c1 | ? | 1% | 0% | 2% | -4% | -2 | 0.4% | -2% | 0% | -22%
Cc1ccc(CNC(=O)C2CCCN2S(=O)(=O)c2ccc(F)cc2)cc1 (stereo not given) | -7% | -5% | 3% | -7% | -2% | -3 | 0.3% | -21% | -3% | -7%
COc1ccc(N2CC(C(=O)N3CCCC(C)C3)CC2=O)cc1 (stereo not given) | -7% | . | -14% | -3% | -7% | 3 | 0.2% | 6% | 17% | -3%
CCOC(=O)c1cc(-c2ccccc2)n(Cc2cc(CC)no2)n1 | -21% | -3% | -21% | . | -1% | 6 | -1.1% | 11% | 8% | 3%
CN(C)c1ccc(Nc2nc(N)c3ccccc3n2)cc1 | ? | . | 7% | 15% | 1% | -4 | 0.0% | 12% | -4% | -96%[inhibitor]
CCOc1cc([N+](=O)[O-])cc(/C=C2/NC(=O)N(Cc3ccccc3F)C2=O)c1O | -3% | -3% | -29% | -16% | -7% | -2 | 0.1% | -5% | -3% | -16%
COc1ccc(C(=O)O/N=C(\N)Cc2cccs2)cc1OC | -6% | 2% | -19% | 13% | -2% | 2 | 0.2% | -7% | 6% | 12%
CCCc1cc(=O)[nH]c(Nc2ccc(Cl)cc2)n1 | ? | 4% | ? | 3% | 2% | 2 | -0.5% | -4% | -2% | -31%

Arranged by value in TCR activator (falling): some entries from above.
mol | TCR activator
O=C(Cc1c[nH]c2ccccc12)Nc1ccc(N2CCOCC2)cc1 | 3%
O=C(Nc1ccccn1)c1cc(-n2cnnc2)ccc1Cl | 0%
CCOc1cc([N+](=O)[O-])cc(/C=C2/NC(=O)N(Cc3ccccc3F)C2=O)c1O | -5%

Additional entries.
SMILES | ELG1 repair inh | p53 reactivation | a7 integrin act | CXXC DNA block | PTAP TSG101 blk | TRPV1 ag | B2AR arrestin | TCR activator | A-T KAP1 phos | BRCA1 expr act
O=C(OCn1nnc2ccccc2c1=O)c1ccc(Br)o1 | -2% | -6% | -29% | 17% | . | 0 | -0.4% | -4%[46.1 µM] | 6% | 15%
O=S(=O)(c1ccc(F)cc1)n1ccc(-c2cnc(-c3ccccc3)s2)n1 | ? | 2% | 10% | 9% | -6% | . | -0.7% | . | -2% | ?
COC(=O)c1ccc(C(=O)OC)c(NC(=S)N2CCCCC2C)c1 (stereo not given) | -2% | 20% | 1% | 1% | 0% | -4 | -0.1% | -7%[46.1 µM] | 25% | -19%
Cc1onc(-c2c(F)cccc2Cl)c1C(=O)N1CCc2ccccc2C1 | -24% | -3% | -17% | 0% | -2% | -2 | -1.6% | 5% | 15% | -18%
Cc1ccc(Nc2nc3nonc3nc2N(C)C)cc1 | -2% | 6% | 6% | -6% | -4% | 9 | -0.1% | -3% | 1% | 0%
Cc1ccc2oc(C(=O)N(CCO)Cc3ccccc3)c(C)c2c1 | -6% | -6% | 5% | -10% | -1% | 11 | -0.2% | -7% | 0% | -10%
CCc1ccc(/C=C(\C#N)C(=O)NC2CCS(=O)(=O)C2)cc1 (stereo not given) | -1% | -1% | 25% | . | 1% | . | -0.1% | 4%[46.1 µM] | -4% | -24%
COc1ccc(Cl)cc1S(=O)(=O)n1cnc2ccccc21 | -3% | -13% | 7% | 3% | -5% | 1 | 0.6% | 10% | 10% | -28%
COc1ccc(Cc2nnc(NC(=O)CS(=O)(=O)c3ccccc3)s2)cc1OC | 13% | -5% | -31% | -1% | -6% | 2 | -1.0% | 4% | -7% | -4%
CC1CCC(C#N)(N(C)C(=O)CSc2nnc(C3CC3)n2C2CC2)CC1 (stereo not given) | ? | 4% | -16% | . | -8% | -2 | 0.2% | 0% | -8% | -5%
COc1ccc(S(=O)(=O)N2CCCCCC2)cc1NC(=O)CN1C(=O)NC(C)(c2ccc(C)cc2)C1=O (stereo not given) | -21% | 6% | -22% | . | -2% | 0 | 0.0% | -4% | -4% | -53%
CSc1ncccc1C(=O)N1CCN(S(=O)(=O)c2ccc(F)cc2)CC1 | -3% | -4% | -13% | 17% | -4% | 0 | -0.8% | -5% | 6% | 2%
COc1ccc(C(=O)OCCN2CCN(C3=NS(=O)(=O)c4ccccc43)CC2)cc1OC | 5% | -5% | 21% | -3% | 0% | -1 | -0.3% | -1% | 1% | -9%
CCCCOC(=O)/C=C/c1c(C)[nH]c(=O)[nH]c1=O | 12% | -10% | 9% | 12% | 0% | -3 | -0.2% | -6%[46.1 µM] | 1% | -79%
Brc1ccc(CN2CCN(Cc3c[nH]c4ccccc34)CC2)cc1 | -20% | -6% | -53%[inhibitor] | 3% | 1% | -3 | 0.5% | 3% | 7% | -57%

From PubChem
